Scp1 inh = inhibitors of human Scp-1 phosphatase; AID 493091; 0.88% of 340,000 active; Recombinant Scp1, phosphopeptide, malachite green phosphate absorbance; Q9GZU7; inhibition, % at 20 µM;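 active = inhibition above about 50% at 20 µM, limit read from the data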;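 also: plate controls were DMSO wells with enzyme for no effect and wells lacking enzyme for full effect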
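Material – SCP-1 phosphatase catalytic domain, residues 76-261 · Buffer or medium – Acidic Tris acetate buffer with magnesium and detergent · Also added – Phospho 17-mer peptide substrate · Compound – single 20 µM dose, 1% DMSO · Times – 45 min room-temperature reaction, 5 min colour, 30 min stabiliser · Technique – Phosphate-binding colour reagent, absorbance read at 630 nm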
STEP block = blocks human striatal-enriched tyrosine phosphatase | 0.25% of 360,000 active | AID 588621 | recombinant STEP, OMFP fluorogenic substrate, fluorescence | P54829 | inhibition, % at 20 µM;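 active = inhibition at 20 µM, scaled per plate between control wells, above about 37%, limit read from the data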;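 also: 0% = DMSO with enzyme and substrate and 100% = substrate only without enzyme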
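Assay system: isolated STEP enzyme. Buffer or medium: pH 6.0 Bis-Tris with DTT and Tween 20. Also added: fluorogenic phosphatase substrate OMFP at 25 µM final. Dosing: 20 µM, 1% DMSO. Timing: 20 min reaction, room temperature, in the dark. Measured by: fluorescence intensity, excitation 480 nm, emission 540 nm. Evaluation: normalized % inhibition.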
LMPTP block = blocks human LMPTP phosphatase. P24666. recombinant LMPTP-A, OMFP fluorogenic substrate, fluorescence intensity. inhibition, % at 20 µM. 0.22% of 360,000 active. AID 651560;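 active = compounds that cut the enzyme signal by at least half of the control window in the single-dose screen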;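 also: plate controls were DMSO wells with enzyme plus substrate for no effect and substrate without enzyme for full effect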
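Assay system: LMPTP-A enzyme. Input: 0.625 nM LMPTP-A final. Probe or stimulus: 400 µM OMFP. Compound dosing: single 20 µM dose. Schedule: 50 min dark incubation at room temperature. Detection: fluorescence intensity of OMFP turnover product. Read-out: percent inhibition versus substrate-only and uninhibited controls. Benchmarks: no-enzyme low control, uninhibited high control.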
NadD inh = NadD (S. aureus) enzyme inhibition. purified NadD enzyme, colorimetric absorbance read-out. inhibition, % at 20 µM. 0.78% of 360,000 active. AID 602399; in the data active = inhibition above about 26%; also: some compounds past the cut are filed as inactive
Tb MetRS inh = Trypanosoma brucei MetRS inhibition | purified T. brucei MetRS, ATP depletion, Kinase-Glo luminescence | inhibition, % at 11.9 µM | 0.4% of 360,000 active | AID 624268;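 active = inhibition above a per-plate cutoff of the control wells' mean inhibition plus 3 SD, cut at about 5.5% in these data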;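 also: 0% = DMSO wells median and 100% = median of wells with control inhibitor compound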
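Measured by: Kinase-Glo luciferase luminescence reporting remaining unconsumed ATP. Material: purified T. brucei MetRS enzyme. Doses: 11.9 µM compound single dose, 0.9% DMSO. Medium: HEPES buffer containing pyrophosphatase, BSA, spermine, DTT. Times: 15 min preincubation, 2 h reaction, all 25 °C. Reagent: methionine, ATP and bulk E. coli tRNA.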
Rpn11 inh = Rpn11 (human) deubiquitinase inhibition | 0.59% of 360,000 active | AID 588493 | calls only at 20 µM | human 26S proteasome, Ub4-pepOG fluorescence polarization; 20S core pre-blocked with epoxomicin | O00487;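 active = inhibition at 20 µM, scaled to each plate's controls, above about 33%, limit read from the data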
DNMT1 block = blocks human DNA methyltransferase DNMT1. P26358. DNMT1 molecular beacon, Hinp1I cleavage, fluorescence. inhibition (reported as % activation of signal), % at 10 µM. 0.83% of 360,000 active. AID 588458; in the data active = inhibition above about 50%
Target sequence (P26358 504-1616 limits assumed): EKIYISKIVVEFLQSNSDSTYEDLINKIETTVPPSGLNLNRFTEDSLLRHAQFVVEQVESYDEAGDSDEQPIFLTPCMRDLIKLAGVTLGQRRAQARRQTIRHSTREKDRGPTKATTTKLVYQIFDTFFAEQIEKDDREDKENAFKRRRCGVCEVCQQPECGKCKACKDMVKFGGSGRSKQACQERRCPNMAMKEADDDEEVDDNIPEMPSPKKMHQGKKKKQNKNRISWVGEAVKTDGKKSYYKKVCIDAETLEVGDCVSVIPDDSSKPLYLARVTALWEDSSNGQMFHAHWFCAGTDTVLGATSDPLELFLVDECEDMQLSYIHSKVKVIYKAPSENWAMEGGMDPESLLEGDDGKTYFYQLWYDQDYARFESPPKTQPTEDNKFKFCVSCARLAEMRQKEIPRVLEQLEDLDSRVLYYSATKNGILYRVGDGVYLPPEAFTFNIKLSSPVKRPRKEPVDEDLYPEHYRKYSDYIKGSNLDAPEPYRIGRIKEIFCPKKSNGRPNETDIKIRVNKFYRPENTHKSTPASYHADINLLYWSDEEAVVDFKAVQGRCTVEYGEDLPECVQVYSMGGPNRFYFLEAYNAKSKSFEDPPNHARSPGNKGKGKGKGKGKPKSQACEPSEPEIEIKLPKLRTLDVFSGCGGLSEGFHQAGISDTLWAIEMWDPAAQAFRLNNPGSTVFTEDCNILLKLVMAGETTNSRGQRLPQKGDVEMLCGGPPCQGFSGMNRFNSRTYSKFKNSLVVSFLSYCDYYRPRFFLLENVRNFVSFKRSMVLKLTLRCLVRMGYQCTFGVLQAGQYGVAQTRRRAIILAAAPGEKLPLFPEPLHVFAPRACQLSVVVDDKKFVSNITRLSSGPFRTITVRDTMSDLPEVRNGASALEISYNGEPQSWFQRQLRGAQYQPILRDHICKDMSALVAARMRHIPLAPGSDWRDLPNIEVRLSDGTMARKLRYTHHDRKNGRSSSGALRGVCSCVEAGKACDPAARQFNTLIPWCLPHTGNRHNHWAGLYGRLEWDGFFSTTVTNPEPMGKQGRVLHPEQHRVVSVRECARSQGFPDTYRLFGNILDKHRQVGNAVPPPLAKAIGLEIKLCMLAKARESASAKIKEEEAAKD
PABP1 MLLE inh = inhibitors of microRNA-mediated deadenylation, human PABP1 MLLE binding. GST-MLLE / FITC-PAM2 fluorescence polarization. 0.36% of 360,000 active. inhibition, % at 20 µM. P11940; in the data active = inhibition above about 35%, passing the limit was not always enough;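 also: plate controls were DMSO wells with GST-MLLE for no effect and wells lacking GST-MLLE protein for full effect; some results filed as inactive read as strong as hits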
SUMO1-SIM PPI = SUMO1-SIM interaction modulation. SUMO1 binding to a labelled peptide, TR-FRET, 1 h. inhibition, % at 20 µM. 0.33% of 360,000 active. AID 602429; in the data active = inhibition above about 37%
CSN deneddyl inh = CSN deneddylation inhibition. Q92905. Purified CSN, SCF-Nedd8-OG deneddylation, fluorescence polarization. inhibition, % at 12.5 µM. 0.38% of 360,000 active. AID 651999;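 active = pattern-corrected inhibition above about 35%, with an unprinted fluorescence ratio check between 0.5 and 1.5, limit read from the data, passing the limit was not always enough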;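 also: 0% = enzyme with substrate and 100% = substrate without enzyme; some results filed as inactive read as strong as hits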
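Assay system: purified human Csn5 enzyme expressed in HEK293T cells; Input: 0.24 nM Csn5 enzyme, final concentration; Reagent: 10 nM SCFSkp2-Nedd8OG; Compound dosing: 12.5 µM single point; Times: reaction 90 min, room temperature; Technique: fluorescence polarization readout.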
* = called active by the depositor; i = inactive; . = not tested or not shown; + = active, no number.

| Compound | Tb MetRS inh | SUMO1-SIM PPI | Scp1 inh | NadD inh | PABP1 MLLE inh | STEP block | CSN deneddyl inh | Rpn11 inh | DNMT1 block | LMPTP block |
| --- | --- | --- | --- | --- | --- | --- | --- | --- | --- | --- |
| COc1ccc(NC(=O)CN2C(=O)NC3(CCCC3)C2=O)cc1OC | -0.4 | 1 | -4 | -5 | 9 | 0 | -1 | i | 2 | -0.5 |
| COc1cccc(C2(O)C(=O)Nc3ccccc32)c1 (stereo not drawn) | -0.8 | 2 | -2 | -6 | 4 | -2 | 0 | i | 0 | 1.6 |
| O=C(Nc1cccnc1Cl)c1ccc(S(=O)(=O)N2CCCCCC2)cc1 | -0.5 | 1 | -6 | 1 | 15 | 0 | -1 | i | -2 | 0.4 |
| O=C(COC(=O)c1ncc(Cl)c(Cl)c1Cl)NC(=O)c1ccccc1 | -0.2 | 2 | 1 | -4 | 3 | -2 | 4 | i | 14 | -1.5 |
| CN(C)CCNC(=O)C1(O)c2cc(Br)ccc2NC(=O)N1c1ccc(Cl)cc1 (stereo not drawn) | -0.2 | 18 | 14 | -2 | 9 | 0 | -2 | i | 4 | -2.7 |
| COC(=O)[C@H](CC(C)C)NC(=O)N1CCC(C)CC1 | 0.1 | 19 | 0 | -2 | -3 | -2 | -1 | i | 1 | -1.9 |
| COc1ccccc1Cn1c(=S)[nH]c2ccc(Br)cc2c1=O | 0.6 | -4 | -5 | 4 | -64 | -4 | 3 | i | 3 | -0.6 |
| COc1ccccc1-c1nnc2sc(COc3ccc(Cl)cc3)nn12 | -2.2 | -1 | 12 | 6 | -6 | 3 | -1 | i | -2 | -0.2 |
| O=C(NCCCc1ccccc1)c1ccncc1 | -0.1 | 0 | -4 | 7 | 7 | 2 | 5 | i | 1 | -0.8 |
| Cc1coc2c1c(C)cc1oc(=O)c(CC(=O)NCC(=O)NCC(=O)O)c(C)c12 | 0.3 | -9 | 6 | -1 | -1 | -1 | 4 | i | 5 | -1.5 |
| CCOc1ccc2nc(-c3ccccc3)nc(SCC(=O)OC)c2c1 | -1.6 | 3 | -6 | -5 | -13 | -1 | -3 | i | 5 | -0.1 |
| CCc1c(C)[nH]c(=S)c(C#N)c1C | 0.9 | 0 | 16 | 7 | 19 | 1 | 0 | i | -3 | 0.2 |
| C/C(N)=C(/C#N)C(=O)CSc1nc2cc(Cl)ccc2c(=O)n1Cc1ccco1 | -0.8 | 0 | 26 | 6 | -8 | 1 | 7 | i | 12 | 0.5 |
| Cc1csc(Sc2nc3c(c(=O)[nH]c(=O)n3C)n2Cc2ccccc2Cl)n1 | -0.1 | 0 | -5 | 8 | -5 | 0 | 6 | i | 0 | -2.4 |
| Cc1ccc(O)c(-c2cc(C(=O)Nc3c(C)n(C)n(-c4ccccc4)c3=O)[nH]n2)c1 | -0.2 | 4 | -1 | 2 | -1 | 6 | 0 | i | -3 | -1.1 |
| CN(C)S(=O)(=O)N(CC(=O)Nc1ccccc1F)c1ccccc1 | -0.9 | -2 | -5 | -6 | -1 | 0 | -3 | i | 1 | -0.9 |
| COc1ccc(S(=O)(=O)N2CCN(C(=O)c3cccnc3)CC2)cc1OC | -0.5 | 5 | -8 | 5 | -8 | 1 | 1 | i | 0 | -0.9 |
| CC1(c2ccccc2Cl)NC(=O)N(CC(=O)NCc2ccco2)C1=O (stereo not drawn) | 0.3 | -3 | -5 | 0 | 13 | 1 | -8 | i | 1 | -0.9 |
| O=C(CCSc1nc(-c2ccco2)cc(C(F)(F)F)n1)N1CCN(c2ccccc2)CC1 | -0.2 | 0 | -5 | 3 | -3 | 7 | -1 | i | -6 | 8.1 |
| COc1ccc(Nc2ccccc2N)cc1 | -0.2 | -15 | 5 | 3 | -52 | -2 | 5 | + | -6 | 7.0 |
| Cc1occc1C(=O)N1CCCC(CO)(Cc2ccc(F)cc2F)C1 (stereo not drawn) | -0.3 | 0 | -4 | -1 | 2 | 1 | -1 | i | -1 | -0.3 |
| COc1ccc(/C=N/NC(=O)c2ccc3nc[nH]c3c2)cc1OC | -0.5 | -10 | -7 | -5 | -5 | 4 | 3 | i | 0 | 0.1 |
| C=CCN(c1ccccc1)S(=O)(=O)c1cccc(C(=O)Nc2ncccc2O)c1 | 0.2 | 16 | -3 | 1 | -4 | -1 | 1 | i | 1 | 0.3 |
| COc1cccc(C(O)c2ncc(-c3ccc(Cl)cc3)[nH]2)c1 (stereo not drawn) | 2.6 | 5 | . | 1 | -1 | -1 | 1 | i | -3 | 0.4 |
| COc1ccc(O[C@@H]2O[C@H](COC(C)=O)[C@@H](OC(C)=O)[C@H](OC(C)=O)[C@H]2NC(C)=O)cc1 | 0.4 | 4 | -4 | -3 | 6 | -2 | 2 | i | 2 | -0.8 |
| CC(C)NC(=O)N(C)C[C@H]1Oc2c(NC(=O)Nc3ccc4c(c3)OCO4)cccc2C(=O)N([C@H](C)CO)C[C@@H]1C | -1.9 | -4 | 1 | 2 | 9 | -2 | -2 | i | -2 | -2.5 |
| Cc1ccc(-n2cccc2C(=O)NS(=O)(=O)c2ccc(C)cc2)cc1 | -1.5 | 3 | -12 | -1 | 4 | 0 | 0 | i | 11 | 3.2 |
| Nc1cc(S(=O)(=O)N2CCOCC2)ccc1Oc1cccc(Br)c1 | -0.2 | 3 | 19 | -4 | 7 | -3 | 0 | i | 6 | -0.6 |
| Cc1c(NC(=O)C(C)NCC2CCCO2)c(=O)n(-c2ccccc2)n1C (stereo not drawn) | 0.5 | 11 | -13 | -2 | -8 | 0 | 5 | i | 2 | -0.4 |
| NC(=O)CC(NC(=O)c1ccccc1)C(=O)O (stereo not drawn) | -1.0 | 5 | 10 | 8 | -4 | -1 | 1 | i | 1 | -1.1 |
| Cc1cc2nc(-c3ccc4c(c3)CCC4)ccn2n1 | -0.2 | -20 | -4 | -6 | 3 | -2 | 1 | i | -1 | -0.2 |
| CCOC(=O)C1(CCCc2ccccc2)CCN(C(=O)CCC2=NNC(=O)CC2)CC1 | 0.0 | 1 | -6 | 0 | -1 | -3 | 2 | i | 3 | -1.5 |
| Nc1nc(Nc2ccccc2F)nc(NCc2ccco2)c1[N+](=O)[O-] | -0.5 | -16 | 1 | -5 | -15 | 1 | 2 | i | -2 | 1.8 |
| Cc1c2cnn(-c3ccccc3)c(=O)c2c(C)n1CCCC(=O)N1CCN(c2ncccn2)CC1 | -0.3 | 0 | 4 | -3 | 5 | 0 | 1 | i | 0 | -0.9 |
| O=S1(=O)C[C@@H](N2CCC[C@@H]2CO)[C@H](COCc2ccccc2)N1 | -0.3 | 2 | . | 1 | -3 | 0 | -3 | i | 1 | -1.0 |
| Cc1nc(S(=O)(=O)Cc2ccc(Cl)cc2)nc2c1CCC2 | -0.3 | 3 | -9 | 12 | -3 | -4 | -7 | i | 2 | 0.5 |
| OCC1OC(n2cnc3c(NCc4ccco4)ncnc32)C(O)C1O (stereo not drawn) | -0.3 | -3 | -3 | 0 | 3 | 1 | -4 | i | -6 | -1.1 |
| Cc1ccsc1C(=O)Nc1cc(Cl)ccc1-n1cncn1 | -0.2 | -7 | -2 | 1 | -5 | 1 | -1 | i | -4 | -4.1 |
| Cc1ccc(NC(=O)CCC(=O)NCCO)cc1 | -0.1 | 0 | -3 | 5 | -3 | -2 | 0 | i | 3 | -0.1 |
| CCCCSc1nnc(-c2ccccc2)c2ccccc12 | -0.5 | 3 | -3 | 11 | 16 | 1 | 0 | i | 3 | 3.7 |
| COc1cccc(OC)c1OC(=O)C1CC(=O)N(c2ccc3c(c2)OCCO3)C1 (stereo not drawn) | 0.0 | 31 | 47 | 6 | 2 | 6 | 8 | i | 53* | 3.2 |
| Cc1cc(NC(=O)COC(=O)CC2CCCC2)c([N+](=O)[O-])cc1C | -0.4 | -13 | -10 | -1 | -7 | 3 | -2 | i | 3 | 3.9 |
| COc1ccc(OCc2cc(C(=O)N(C)C(C)c3ccon3)no2)c(Cl)c1 (stereo not drawn) | 0.5 | -2 | -13 | -8 | -1 | 0 | -4 | i | 1 | 0.9 |
| CCCCOc1ccc(-c2ncc(C(=O)OCC)c(N)n2)cc1 | -0.7 | 1 | -1 | -1 | -7 | 8 | 2 | i | -3 | 1.1 |
| COc1ccc(CCOC2OC(CO)C(OC(=O)/C=C/c3ccc(O)c(OC)c3)C(O[C@H]3O[C@@H](C)[C@H](O)[C@@H](O)[C@H]3O)C2O)cc1O (stereo partly drawn) | 0.8 | -5 | 16 | 2 | -6 | -2 | 1 | i | -4 | 0.1 |
| COc1cccc(C2CC(c3c(-c4ccccc4)c4cc(Cl)ccc4[nH]c3=O)=NN2S(C)(=O)=O)c1OC (stereo not drawn) | -0.5 | 3 | -6 | 10 | -14 | -1 | 3 | i | -11 | -0.5 |
| Cc1cccc(OCCSc2nc3ncnc(N)c3[nH]2)c1 | 5.2 | 2 | 0 | 1 | -9 | 2 | -3 | i | 6 | 8.3 |
| O=C(c1cc2c(s1)-c1ccccc1OC2)N1CCc2ccccc2C1 | 0.1 | -1 | -15 | 0 | 6 | 2 | 0 | i | 0 | 1.4 |
| COC(=O)C1=COC(OC2OC(CO)C(O)C(O)C2O)C2C1C=CC2(O)CO (stereo not drawn) | 0.9 | 19 | 58* | 2 | -1 | 14 | 22 | i | 90* | 5.7 |
| Cn1c(C(=O)O)ccc1S(=O)(=O)N(Cc1ccccc1)Cc1ccccc1 | 0.5 | 15 | -5 | -5 | -4 | 4 | 2 | i | 3 | -1.0 |
| CCCCC(=O)Nc1ccc(C)c(O)c1 | -1.2 | -1 | -5 | -8 | -2 | 0 | 2 | i | -3 | -0.9 |

Filtered by structure: the compounds so far containing bromine.
| Compound | Tb MetRS inh | SUMO1-SIM PPI | Scp1 inh | NadD inh | PABP1 MLLE inh | STEP block | CSN deneddyl inh | Rpn11 inh | DNMT1 block | LMPTP block |
| --- | --- | --- | --- | --- | --- | --- | --- | --- | --- | --- |
| CN(C)CCNC(=O)C1(O)c2cc(Br)ccc2NC(=O)N1c1ccc(Cl)cc1 (stereo not drawn) | -0.2 | 18 | 14 | -2 | 9 | 0 | -2 | i | 4 | -2.7 |
| COc1ccccc1Cn1c(=S)[nH]c2ccc(Br)cc2c1=O | 0.6 | -4 | -5 | 4 | -64 | -4 | 3 | i | 3 | -0.6 |
| Nc1cc(S(=O)(=O)N2CCOCC2)ccc1Oc1cccc(Br)c1 | -0.2 | 3 | 19 | -4 | 7 | -3 | 0 | i | 6 | -0.6 |
